Screening data: PubChem BioAssay, several laboratories
MT1-MMP txn act – activates MT1-MMP transcription; HT1080 MT1-MMP promoter luciferase reporter, luminescence, overnight; hits give high values; activation factor at 10 µM; hit rate 0.16% among 86,000;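 active = activation factor of at least 2 for MT1-MMP transcription at 10 µM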
Candida biofilm – kills Candida albicans biofilms; C. albicans biofilm + clotrimazole, Alamar Blue; inhibition, % at 6 µM; hit rate 0.14% among 85,000;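 active = inhibition above 20%; inactive = inhibition below 20%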;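 note: preformed 24 hr biofilms exposed to compound for 48 hr; 0% = biofilm without compound and 100% = blank killed by clotrimazole plus chlorhexidine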
ERa SRC1 pot – enhances coactivator binding to human estrogen receptor alpha; P03372; TR-FRET ERalpha-LBD/SRC-Cy5 coactivator binding, 2 h; 100 = basal binding, no effect; coactivator binding (% of control), % at 25.6 µM; hit rate 1.3% among 86,000; AID 639; in the data active = activity above about 200%;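 note: binding measured in presence of low estradiol as agonist stimulus; 0% = peptide alone without receptor and 100% = receptor with peptide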
CD11b adhes inh – CD11b/CD18-fibrinogen binding inhibition | inhibition, % at 10 µM | AID 1497 | K562 CD11b/CD18 adhesion to fibrinogen, ATPlite luminescence; Mn2+ added to activate the integrin | hit rate 0.54% among 93,000 | P05107+P11215;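 active = primary inhibition of 50% or more at 10 µM, then 40% or more on retest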; note: some results filed as inactive read as strong as hits
Target sequence (P05107 whole entry, looked up, other chains not shown): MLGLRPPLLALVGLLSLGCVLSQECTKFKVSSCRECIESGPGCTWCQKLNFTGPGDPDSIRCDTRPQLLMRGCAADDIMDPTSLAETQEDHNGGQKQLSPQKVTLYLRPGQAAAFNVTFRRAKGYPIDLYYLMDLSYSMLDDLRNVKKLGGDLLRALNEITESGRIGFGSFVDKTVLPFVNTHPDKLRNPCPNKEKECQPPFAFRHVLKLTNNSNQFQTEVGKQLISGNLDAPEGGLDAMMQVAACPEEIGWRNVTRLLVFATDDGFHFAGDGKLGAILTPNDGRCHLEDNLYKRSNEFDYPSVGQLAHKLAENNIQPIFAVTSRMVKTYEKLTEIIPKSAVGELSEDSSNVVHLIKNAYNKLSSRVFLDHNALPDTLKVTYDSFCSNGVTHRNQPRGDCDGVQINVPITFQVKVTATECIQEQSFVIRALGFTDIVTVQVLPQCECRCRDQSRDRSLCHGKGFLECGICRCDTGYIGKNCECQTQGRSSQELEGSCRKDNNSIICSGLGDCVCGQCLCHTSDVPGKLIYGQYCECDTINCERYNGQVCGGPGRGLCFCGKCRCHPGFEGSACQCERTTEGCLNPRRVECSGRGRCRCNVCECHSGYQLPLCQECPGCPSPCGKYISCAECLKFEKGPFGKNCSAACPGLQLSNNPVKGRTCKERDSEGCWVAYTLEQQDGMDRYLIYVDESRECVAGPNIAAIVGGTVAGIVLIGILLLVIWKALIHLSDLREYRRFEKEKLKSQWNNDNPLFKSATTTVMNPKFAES
ERb SRC1 inh – blocks coactivator binding to human estrogen receptor beta; TR-FRET ER-beta LBD / SRC1-Cy5 peptide binding; receptor agonist-loaded with 1 µM estradiol; Q92731; inhibition, % at 25.6 µM; hit rate 1.3% among 86,000;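 active = compounds whose percent inhibition of the receptor-coactivator binding signal exceeds about 50% in the single-dose screen, limit read from the data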;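 note: 0% = receptor plus peptide wells without compound and 100% = peptide-only wells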
sEH inh – inhibitors of human soluble epoxide hydrolase. P34913. recombinant human sEH enzymatic activity assay. hit rate 0.34% among 91,000. inhibition, % at 2 µM; in the data active = inhibition above about 80%; note: values of inactives mirror those of a sister screen read the other way; many of its hits are not listed in these tables
Smad3 inh – inhibitors of human Smad3 transcription factor binding; P84022; TR-FRET Smad3/Dy647-FoxH1 peptide binding, europium anti-His; inhibition, % at 25 µM; hit rate 0.29% among 88,000;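 active = compounds that reduce the energy-transfer binding signal between the protein and its labelled peptide by more than half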;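 note: 0% = Smad3 plus labelled peptide maximal FRET and 100% = peptide-only background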
sEH act – soluble epoxide hydrolase (human) activation | hit rate 0.04% among 91,000 | purified human sEH enzymatic activity, activator screen | activation, % at 2 µM | P34913 | AID 717; in the data active = activation above about 37%; note: values of inactives mirror those of a sister screen read the other way
Mac1 fbg enh – CD11b/CD18-fibrinogen binding enhancement; K562 CD11b/CD18 adhesion to fibrinogen, ATPlite luminescence; activation, % at 10 µM; hit rate 0.07% among 93,000; P05107+P11215; AID 1499;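 active = 10 µM primary screen giving 50% or more activity, confirmed by 40% or more on retest at that dose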; note: strong numbers were not always called active; reference of the scale not given here
Active calls of the source: *; x = no result given; [ ] = dose if it differs, or a comment. An excerpt (hit frequency here may not be typical).

SMILES	MT1-MMP txn act	Candida biofilm	ERa SRC1 pot	CD11b adhes inh	ERb SRC1 inh	sEH inh	Smad3 inh	sEH act	Mac1 fbg enh
COC(=O)c1ccc(COc2ccc(-c3nn[nH]n3)cc2)cc1	1.2	0	103	3	-30	1	6	0	-1
CCOC(=O)c1[nH]c2ccc(Br)cc2c1NC(=O)CCN1CCCCC1	1.3	2	78	3	-5	2	-4	-4	-2
c1ccc2nc3c(nc2c1)c1ccccc1n3CCN1CCOCC1	1.2	2	122[fluorescence artefact?]	-34	3[fluorescence artefact?]	-24	-14	24	5
Cc1cc(C)c(C#N)c(SCC(=O)Nc2nnc(-c3ccccc3)s2)n1	1	3	208*[fluorescence artefact?]	4	6[fluorescence artefact?]	11	-10[fluorescence artefact?]	-13	7
CCCn1c(SCC(=O)Nc2nccs2)nnc1-c1cccnc1	1.2	2	114	-13	10	3	-3	-4	-4
CCCCC(=O)NCCc1cc2c(OC)ccc(OC)c2[nH]c1=O	1.1	2	116	x	6	3	-10	-1	x
CC1(C)c2ccccc2N2CC(=O)N(CC(N)=O)C21C (stereo unspecified)	1	7	115	-3	7	-14	-7	15	3
CCN1CCN(c2nc(C)nc3c2sc(=S)n3C)CC1	1	-13	95	3	0[fluorescence artefact?]	-10	-11	9	6
O=C(Nc1ccc(N2CCOCC2)cc1N1CCOCC1)c1ccc([N+](=O)[O-])cc1	x	x	x	-2	x	4	x	-4	1
COC(=O)[C@H](C)NC(=O)NCc1ccccc1F	1.2	7	104	3	8	10	7	-8	-3
CCc1c(C)nc2ncnn2c1NCCc1ccc(OC)cc1	0.6	9	94	x	3	-4	0	3	x
O=C(Nc1ncnc2sc3c(c12)CCCCC3)c1ccco1	1	-1	150	x	2	-3	3[fluorescence artefact?]	-1	x
Cc1ccc(S(=O)(=O)N2CCOCC2)cc1C(=O)O	1.1	-1	125	2	-8	x	-8	x	-4
CC(=O)NC1C(=O)N(CCc2ccccc2)c2ccc(Br)cc21 (stereo unspecified)	1.1	-2	91	-1	-9	1	6	0	0
Cc1ccc(NCc2ccccc2O)cc1	1.6	5	100	-7	-5	3	10	-1	-3
CCOc1ccc(Br)cc1S(=O)(=O)N1CCCC1	1	1	101	x	-3	4	8	-4	x
O=C(c1ccco1)N1CCN(C(=O)C2CC(c3ccc(Cl)c(Cl)c3)=NO2)CC1 (stereo unspecified)	1.1	-5	97	0	-9	-5	-4	5	1
Cc1ccc2nc(SCc3nnc(-c4ccccc4)o3)[nH]c2c1	1.2	9	112	x	-15	10	20	-8	x
Cc1nnc(SCc2cn3ccsc3n2)n(N)c1=O	1.1	8	111	-17	9	9	-3	-7	-4
O=C(COC(=O)C1COc2ccccc2O1)NC1CCS(=O)(=O)C1 (stereo unspecified)	1.8	8	106	-6	10	7	-1	-6	0
COc1cc(C(=O)N(Cc2cc3ccccc3[nH]c2=O)CC2CCCO2)cc(OC)c1OC (stereo unspecified)	1	10	117	3	-2	x	4	x	-5
CC(C)c1cc(C(N)=O)c(NC(=O)C2CCC2)s1	1.1	4	97	14	-12[fluorescence artefact?]	-5	9	8	-2
Cn1cc(/C=C2/SC(=O)N(c3ccccc3)C2=O)c2ccccc21	x	x	x	-4	x	2	x	1	-3
COc1ccc(C(=O)CSc2nnc(Cn3cnc4ccccc43)o2)cc1	1	8	95	77	20	-2	8	2	-5
Cn1c(=O)c2c(nc(N3CCOCC3)n2CCCNC2=NCCCCC2)n(C)c1=O	1.1	1	118	-4	-6[fluorescence artefact?]	-12	4	14	-4

4 compounds already listed, ordered by the number in sEH act, falling.
canonical_smiles | MT1-MMP txn act | ERa SRC1 pot | CD11b adhes inh | ERb SRC1 inh | sEH inh | Smad3 inh | sEH act | Mac1 fbg enh
c1ccc2nc3c(nc2c1)c1ccccc1n3CCN1CCOCC1 | 1.2 | 122[fluorescence artefact?] | -34 | 3[fluorescence artefact?] | -24 | -14 | 24 | 5
CCCCC(=O)NCCc1cc2c(OC)ccc(OC)c2[nH]c1=O | 1.1 | 116 | x | 6 | 3 | -10 | -1 | x
O=C(Nc1ccc(N2CCOCC2)cc1N1CCOCC1)c1ccc([N+](=O)[O-])cc1 | x | x | -2 | x | 4 | x | -4 | 1
Cc1cc(C)c(C#N)c(SCC(=O)Nc2nnc(-c3ccccc3)s2)n1 | 1 | 208*[fluorescence artefact?] | 4 | 6[fluorescence artefact?] | 11 | -10[fluorescence artefact?] | -13 | 7

(continued)
SMILES	MT1-MMP txn act	Candida biofilm	ERa SRC1 pot	CD11b adhes inh	ERb SRC1 inh	sEH inh	Smad3 inh	sEH act	Mac1 fbg enh
Cc1ccc(NC(=O)c2cnccn2)c(OC(F)F)c1	1	x	99	-10	23	3	5	0	-3
Cc1nn(C(=O)C(C)N2C(=O)c3ccccc3C2=O)c(C)c1Br (stereo unspecified)	1.1	6	109	-8	2	-5	-2	4	-8
CCOC(=O)CC1COc2ccccc2N1C(=O)c1ccc(C)cc1 (stereo unspecified)	x	x	x	1	x	-10	x	9	-2
C=CCN(c1ccccc1)S(=O)(=O)c1cccc(C(=O)O)c1	1.3	2	98	-1	-1	13	11	-13	1
CCOc1ccc(Oc2nc(NCC(C)C)nc(N(C)C)n2)nn1	1.3	10	98	3	-3	17	-7	-15	-7
COC(=O)c1[nH]c2ccc(C)cc2c1NC(=O)CN1CCCC(C)(C)C1	1.1	x	x	-10	x	-15	x	13	12
Cc1cc(S(=O)(=O)N2CCN(Cc3ccccc3)CC2)c(C)s1	1	-3	112	-10	-4	11	1	-9	4
O=C(c1cccs1)N(CCO)Cc1cc2cc3c(cc2[nH]c1=O)OCCO3	1.1	7	96	-1	-4	3	-7	-5	-2
O=C(Cn1cnc2c(cnn2-c2ccc(Cl)cc2)c1=O)NCC1CCCO1 (stereo unspecified)	1.1	-2	107	-14	11	7	14	-9	-1
O=C(CCCC(=O)N1CCc2ccccc21)N1CCc2ccccc21	1.1	11	102	-4	0	x	-4	x	-4
CCS(=O)(=O)Nc1ccc(NC(C)=O)cc1	x	x	x	19	x	-2	x	5	-2
COc1ccc(OC)c(S(=O)(=O)N2CCN(c3c(C)cccc3C)CC2)c1	x	9	88	2	-3	4	-4	-5	-2
COc1cccc(CNC(=O)c2cc3oc4ccccc4c3n2C)c1OC	1	-1	102	-21	-16	47	-13	-47	0
Cc1noc2ncnc(Oc3ccc(F)cc3)c12	x	x	x	-6	x	-10	x	11	-3
COC(=O)c1ccc(NC(=O)Cc2ccc(C)cc2)cc1	1	4	112	13	4[fluorescence artefact?]	5	3	-9	-3
O=S(=O)(NCCC1=CCCCC1)c1cccc(S(=O)(=O)N2CCOCC2)c1	1.1	9	126	8	-3	0	-2	-1	-3
CCCc1n[nH]c(=O)[nH]1	1	5	116	3	-5[fluorescence artefact?]	-1	5	3	3
CCOC(=O)c1cc(CC)sc1NC(=O)c1cc(OCC)c(OCC)c(OCC)c1	1.1	2	97	8	-4	-9	3	13	4
COc1ccc(NC(=O)CSc2nnc(-c3ccccc3C)n2N)cc1	1.1	4	105	-7	-6	x	7[fluorescence artefact?]	x	-3
COc1ccc(-c2cn3c(C)c(C(=O)N4CCN(c5ccccc5)CC4)sc3n2)cc1	x	4	112	x	4	x	5	x	x
CN(C)N=Nc1ccc(S(=O)(=O)N2CCSC2C(=O)O)cc1 (stereo unspecified)	1.2	5	105[fluorescence artefact?]	x	-3	6	3	-4	x
COc1ccc(C(CC(=O)c2ccccc2)S(=O)(=O)c2ccc(C)cc2)cc1 (stereo unspecified)	x	x	x	-7	x	-5	x	8	1
O=S(=O)(Nc1ccc(-c2nc3cccnc3s2)cc1)c1ccc(Cl)s1	x	12	87[fluorescence artefact?]	92	11	-11	-3	9	-10
c1ccc(CCNC2=NCCCS2)cc1	1.1	5	117	8	7	78	-7	-78	4
O=C(c1ccco1)N1CCN(c2nc3ccsc3c(=O)s2)CC1	1.4	2	86	1	11	x	-10	x	-5

Carrying on:
SMILES	MT1-MMP txn act	Candida biofilm	ERa SRC1 pot	CD11b adhes inh	ERb SRC1 inh	sEH inh	Smad3 inh	sEH act	Mac1 fbg enh
CCN(CC)C(=O)c1n[nH]c(=O)c2ccccc12	1.2	8	106	-12	18	2	-12	3	1
Cc1ccc2c(SCC(=O)NCc3ccco3)nc(-c3ccc(F)cc3)nc2c1	1.1	5	103	-17	4[fluorescence artefact?]	-5	2	4	69
CC(C)NC(=O)Cn1cc(C#N)c2cc(Br)ccc21	1.1	10	89	-17	9	7	1	-6	7
Nc1sccc1C(=O)c1ccccc1	1	4	103	-16	-2	5	2	-7	3
CCN1CCN(C(=O)C2CCN(C(=O)c3cc4sccc4n3CC)CC2)CC1	1	2	112	4	-7	-15	1	14	-1
Cc1ccc2nc(-c3cccnc3SCC(=O)N3c4ccccc4CC3C)[nH]c2c1 (stereo unspecified)	x	x	x	0	x	8	x	-8	1
COCCNC(=O)CN(C(=O)CCC(=O)Nc1cc(C)on1)c1cccc(C)c1C	1.1	9	120	-11	-2	6	4	-5	-4
CCC(C)(C)n1nnnc1CN1CCC(O)(c2cccc(C(F)(F)F)c2)CC1	1.1	3	111	x	-27[fluorescence artefact?]	-8	3	10	x
Cc1cccn2c(=O)c3cc(C(=O)NCCN4CCOCC4)n(Cc4ccccc4)c3nc12	1.7	1	118	-2	1	x	-6	x	-3
CCOC(=O)N1CCN(c2c(NCCCOC(C)C)c(=O)c2=O)CC1	1.1	0	213*	0	-13	x	1	x	1
O=C1C2C3CCCC3=C3CCCC3C2C(=O)N1c1cccc(Cl)c1 (stereo unspecified)	1	6	93	13	0	0	4[fluorescence artefact?]	1	-6
CCOC(=O)c1cc2sccc2n1CC(=O)N1CCc2ccccc21	1.2	-4	124	3	12[fluorescence artefact?]	8	1	-7	6
O=C(NC(=Nc1ccccc1)N1CCOCC1)Nc1ccccc1	1.2	13	108	-7	-4	4	0	-4	2
COc1cc(-c2cc3nc(C)c(C)c(=O)n3[nH]2)cc(OC)c1OC	1	2	105	-13	8	8	3	-9	-6
CC(C)(C)c1nc2ccccc2c2nnc(SCC(=O)NCc3ccco3)n12	1	1	95	-4	1	11	10	-13	1
OCCN1CCN(CC(O)COc2ccc(Cl)cc2)CC1 (stereo unspecified)	1.1	5	126	-10	-2[fluorescence artefact?]	-8	0	4	-3
CCNC(=O)NC(=O)C(C)Sc1ccc2c(c1)OCCO2 (stereo unspecified)	1.1	9	98	-5	-11	-2	0	1	-1
O=c1c2cnn(-c3ccccc3)c2ncn1Cc1ccccn1	1.4	-1	88	9	4	2	-4	-1	-3
COc1cc(OC)nc(NC2OC(=O)c3ccccc32)n1 (stereo unspecified)	1.2	0	114	x	-9	3	6	-8	x
O=C(Nc1ccc(-n2cnnn2)cc1)C1CCC1	1.1	9	125	16	-19[fluorescence artefact?]	-7	3	7	2
CCCC(=O)Nc1cc(-c2nn(C)c(=O)c3ccccc23)ccc1N1CCOCC1	x	3	101[fluorescence artefact?]	-30	-10	4	-5	-3	4
O=C(Nc1ccc(Br)cc1)c1ccco1	1.4	-2	101	4	5	-2	8[fluorescence artefact?]	0	-2
COc1ccc(NC(=O)C(NS(=O)(=O)c2ccc3c(c2)CCCN3C(C)=O)C(C)C)c(OC)c1 (stereo unspecified)	1.1	7	94[fluorescence artefact?]	1	17	x	-5	x	-1
O=C(COC(=O)C1CC2C=CC1C2)Nc1ccc2c(c1)OC(F)(F)O2 (stereo unspecified)	1.2	10	94	x	12[fluorescence artefact?]	30	-4	-27	x
Nc1nonc1C(=Nc1ccc(Br)cc1)NO	1.3	3	93	-8	-8	-13	-3	10	-3
Cc1nnc(N(Cc2ccco2)C(=O)c2cccc(C#N)c2)s1	1.3	-5	104	-44	5[fluorescence artefact?]	3	-5	-2	0
